OX1R FRET antag: OX1R (human) antagonism | O43613 | OX1R-expressing cells, FRET antagonist read-out | inhibition, % at 6.6 µM | 330,000 tested, 1.8% active | AID 485270; in the data active means inhibition mostly above about 38%, no sharp cut-off; inactive means mostly below about 40%;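 further: 0% = agonist challenge alone and 100% = reference antagonist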
Target sequence (O43613 whole entry, looked up): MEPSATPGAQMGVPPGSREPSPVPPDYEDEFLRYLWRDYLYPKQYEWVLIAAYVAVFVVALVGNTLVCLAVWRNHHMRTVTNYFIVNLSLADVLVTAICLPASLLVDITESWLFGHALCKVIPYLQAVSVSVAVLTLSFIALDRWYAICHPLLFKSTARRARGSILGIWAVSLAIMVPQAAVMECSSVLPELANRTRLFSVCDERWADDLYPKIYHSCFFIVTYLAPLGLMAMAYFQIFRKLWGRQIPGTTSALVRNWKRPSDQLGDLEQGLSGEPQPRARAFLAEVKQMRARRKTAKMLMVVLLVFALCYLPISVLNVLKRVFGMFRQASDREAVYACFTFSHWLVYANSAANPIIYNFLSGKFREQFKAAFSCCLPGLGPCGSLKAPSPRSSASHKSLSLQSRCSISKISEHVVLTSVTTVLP
STK33 inh: inhibitors of human STK33 kinase; Q9BYT3; purified STK33, MBP phosphorylation, ADP-Glo luminescence; inhibition, % at 10 µM; 320,000 tested, 0.073% active;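 active means inhibition at or above 25%, using the most active replicate where run in duplicate; inactive means inhibition below 25%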
Target sequence (Q9BYT3 whole entry, looked up): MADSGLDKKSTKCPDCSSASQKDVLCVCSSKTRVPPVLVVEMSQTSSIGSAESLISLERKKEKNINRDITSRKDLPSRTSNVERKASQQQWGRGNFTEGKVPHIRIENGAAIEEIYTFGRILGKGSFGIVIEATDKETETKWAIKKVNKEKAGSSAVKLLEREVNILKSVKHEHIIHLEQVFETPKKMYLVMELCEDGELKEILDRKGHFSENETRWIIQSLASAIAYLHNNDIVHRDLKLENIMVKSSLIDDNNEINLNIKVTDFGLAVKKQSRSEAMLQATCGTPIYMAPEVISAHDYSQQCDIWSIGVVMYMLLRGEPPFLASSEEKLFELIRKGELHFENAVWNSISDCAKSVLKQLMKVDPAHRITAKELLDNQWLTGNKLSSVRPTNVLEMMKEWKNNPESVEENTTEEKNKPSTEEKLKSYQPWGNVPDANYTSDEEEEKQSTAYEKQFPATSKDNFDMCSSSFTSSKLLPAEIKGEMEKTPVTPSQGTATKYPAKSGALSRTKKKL
Numbers without * were called inactive; · = not tested or not shown.

Each structure is followed by: OX1R FRET antag | STK33 inh
> CCC(C)c1ccc(OCc2ccc(C(=O)OC)o2)cc1 (configuration not stated)
    7.0 | -1.0
> Cc1ccc2c(c1)CCCN2C(=O)Nc1ccc2c(c1)OCO2
    15.5 | 0.2
> CCCN(CC(=O)Nc1ccccc1C)C(=O)/C=C/c1ccc(S(=O)(=O)N2CCCCCC2)cc1
    21.5 | -1.8
> O=c1[nH]cc(S(=O)(=O)NCc2ccccc2)c(=O)[nH]1
    -0.3 | -1.9
> CCOC(=O)c1cnn(-c2nc(OCC)cc(OCC)n2)c1C
    3.5 | -2.2
> CS(=O)(=O)N(CC(=O)O)c1cc(Cl)cc(Cl)c1
    9.7 | -0.6
> COc1ccccc1-n1c(CCn2nc(C)c(Br)c2C)n[nH]c1=S
    -0.5 | 0.8
> CC1=C(C)C(OCCCl)N(c2cc(O)c(Cl)cc2F)C1=O (configuration not stated)
    3.6 | -1.2
> O=C1NC2(CCSC2)C(=O)N1CC(=O)N(Cc1ccccc1)C1CCS(=O)(=O)C1 (configuration not stated)
    4.1 | -2.5
> Clc1cccc(Cl)c1CO/N=C/c1cccs1
    -1.8 | 0.1
> Cc1cc2cc(CNC(=O)Nc3ccc(Cl)c(Cl)c3)ccc2n1C
    -1.2 | 0.5
> CC(=O)Oc1ccc(C(=O)Nc2cccc3c2CCCC3)cc1
    -1.0 | -1.7
> Cc1cccc2c1N1C(=O)c3c(C(=O)O)cccc3C1CC2C (configuration not stated)
    11.1 | -0.8
> CCCCC(OC(=O)c1ccco1)C(=O)NCc1ccc(C)cc1 (configuration not stated)
    2.2 | -1.2
> COc1ccccc1N1CCN(C(=O)c2onc(C)c2Cl)CC1
    15.0 | 1.2
> Cc1ccc(NC(=O)/C(=C\c2ccccc2)NC(=O)c2ccco2)cc1
    1.1 | -1.1
> CN(C)c1ccc(N=Nc2ccc(S(N)(=O)=O)cc2)cc1
    22.8 | 0.8
> Oc1cc(NCCN2CCOCC2)cc2cccnc12
    54.5* | -2.2
> O=C(NCc1nc2ccccc2[nH]1)C1=C[C@H](c2ccc(Br)cc2)C[C@H](OCc2ccc(CO)cc2)O1
    11.9 | -1.6
> O=C(NCCc1ccc2c(c1)OCO2)C1CCN(S(=O)(=O)c2ccc(Cl)cc2)CC1
    6.8 | -1.1
> O=C(Nc1cccc(-c2cn3cccnc3n2)c1)Nc1ccccc1F
    20.1 | 0.4
> COc1ccc(/C=N/NC(=O)Cn2cc(C(F)(F)F)ccc2=O)cc1
    7.4 | -1.3
> O=c1oc2cc(OCCO)ccc2c2c1CCCC2
    6.1 | 1.4
> CCc1cc2cc(C)ccc2nc1SCC(=O)N1CC(=O)Nc2ccccc21
    41.0 | -0.6
> CCn1c(SCC(=O)NCCc2ccc(F)cc2)nnc1-c1cccs1
    30.0 | 0.7
> O=C1COc2ccc(C(=O)COC(=O)CNC(=O)c3ccco3)cc2N1
    9.5 | -1.3
> O=C(Nc1cc(S(=O)(=O)N2CCOCC2)ccc1N1CCOCC1)c1cc(=O)[nH]c2ccccc12
    3.4 | -1.7
> CCOC(=O)C1=CN2CCC[C@H]2CC1=O
    7.5 | ·
> COCCCNC(=O)C1CC(=O)N(C2CCCC2)C1 (configuration not stated)
    10.1 | -1.1
> CC[C@H]1OC(=O)[C@H](C)[C@@H](O[C@H]2C[C@@](C)(OC)[C@@H](O)[C@H](C)O2)[C@H](C)[C@@H](O[C@@H]2O[C@H](C)C[C@H](N(C)C)[C@H]2O)[C@](C)(O)C[C@@H](C)[C@@H]2N[C@@H](COCCOC)O[C@H]([C@H]2C)[C@]1(C)O
    13.5 | -1.6
> Cn1c(=O)c2c(nc(NCCNC(=O)c3ccco3)n2Cc2ccccc2F)n(C)c1=O
    25.6 | 1.2
> Cc1nc(-c2ccccc2)cs1
    2.8 | -0.6
> O=C(CN1CCOCC1)n1c2ccccc2c2ccccc21
    6.2 | -0.1
> COc1cc2c(C(F)(F)F)c(-c3ccc(C#N)cc3)oc(=O)c2cc1OC
    -0.5 | -1.1
> CC(C)c1ccc(C(=O)NCCCN2CCOCC2)cc1
    15.8 | -1.7
> COc1ccc(S(=O)(=O)N2CCC(N3CCN(c4ccccc4OC)CC3)CC2)cc1
    6.7 | 0.2
> O=C(c1ccc(Cl)cc1Cl)N1CCN(c2ccc(N3CCOCC3)nn2)CC1
    21.2 | 0.0
> O=C(CNCCO)NC12CC3CC(CC(C3)C1)C2
    9.7 | -0.4
> COc1ccc(S(=O)(=O)NCc2ccccn2)cc1OC
    -17.7 | -1.3
> COc1cc(C(=O)OCC(=O)Nc2ccc(F)cc2F)cc(OC)c1OC
    15.6 | -0.3
> CCOC(=O)C1CCN(CC(C)(C)NS(=O)(=O)c2ccc(Cl)cc2)CC1
    17.8 | -0.1
> CCCNC(=O)c1c(N)n(-c2cc(OC)cc(OC)c2)c2nc3ccccc3nc12
    1.4 | 1.0
> O=C(Nc1ncc2c(n1)CC(c1ccco1)CC2=O)c1ccco1 (configuration not stated)
    10.1 | 1.4
> COc1ccc(CCNC(=O)C/C(C)=N/NC(=O)c2cnccn2)cc1
    -1.2 | -1.6
> O=C(O)CNC(=O)c1ccc(NC(=O)/C(=C/c2ccccc2)NC(=O)c2ccccc2Br)cc1
    · | -0.5
> Cc1c2c(nc3c(C(=O)NC4CCCCC4C)cnn13)CCCC2 (configuration not stated)
    4.7 | -0.8
> O=C(Nc1ccc(N2CCCCC2)cc1)c1cc([N+](=O)[O-])cc([N+](=O)[O-])c1
    9.7 | -1.0
> CCOC(=O)c1[nH]c(C)c(/C(O)=C2\C(=O)C(=O)N(CCN3CCOCC3)C2c2ccco2)c1C (configuration not stated)
    13.4 | 0.5
> Cc1ccc(NC(=O)CN2CCc3ccccc3C2)cc1
    8.5 | 0.0
> CCc1ccc(CN2C(=O)CCC2(C)C(=O)NC2CCCC2)cc1 (configuration not stated)
    10.7 | -1.6
> Cc1nc(-c2ccccc2)sc1C(=O)CSc1ccc(F)cc1
    45.8 | -2.9
> Cc1ccc(/C=C2\C(=O)ON=C2c2ccccc2)o1
    0.8 | -0.5
> CCc1cc(C(=O)N2CCN(C(=O)c3ccco3)CC2)sc1C
    3.8 | -1.4
> O=S(=O)(CCc1nc2ccccc2[nH]1)c1ccc(Cl)cc1
    3.4 | -0.6
> O=C(NCCCN1CCCC1=O)C(=O)NCC1OCCN1S(=O)(=O)c1ccc(Cl)cc1 (configuration not stated)
    6.6 | 0.9
> COC(=O)C1=C(C(=O)OC)[C@@H]2N(C)c3ccc(OC)cc3[C@@]23C[C@@H](C(=O)OC)N(C(=O)C2CCC2)C3=N1
    11.8 | -1.9
> O=Cc1ccc(C(=O)OCC(=O)NC(=O)Nc2ccccc2F)cc1
    6.5 | 0.7
> CCOc1ccc(C(=O)NCC(=O)N2CCCC2)cc1
    8.7 | -3.4
> Cc1ccc(OCCCCN2CCCCC2)c(Br)c1
    14.0 | -2.0
> C/C(=N\NC(=O)CCC(=O)N/N=C(\C)c1ccc(C)o1)c1ccc(C)o1
    -1.0 | -1.8

The results go on:
Each structure is followed by: OX1R FRET antag | STK33 inh
> C=CCc1ccc(OC(=O)NC2CCCCC2)c(OC)c1
    1.6 | -1.3
> Cc1cccc2c1Sc1ccc(Cl)cc1CC2N1CCNCC1 (configuration not stated)
    27.7 | 0.6
> CCN(CCCc1ccccc1)CCCc1ccccc1
    18.0 | ·
> CCN(C(=O)c1cc2c(=O)[nH]c3ccc(C)cc3c2s1)c1ccccc1F
    4.3 | -1.3
> CC1(C)CC(=O)C2=C(C1)N(c1cccnc1)C(N)=C(C#N)C2c1cccs1 (configuration not stated)
    11.5 | -0.8
> CCOc1cccc(C2C(C(=O)c3ccco3)=C(O)C(=O)N2Cc2ccncc2)c1 (configuration not stated)
    7.8 | 0.2
> COc1ccc2nc(NC(=O)CSc3nc(SC)ns3)sc2c1
    22.4 | 0.7
> Oc1ccc(C(=S)N2CCCCC2)cc1Cl
    7.9 | 1.5
> CCS(=O)(=O)N1N=C(c2cccs2)CC1c1cc2cc(C)ccc2nc1Cl (configuration not stated)
    18.5 | -0.7
> COc1cc(/C=C/C(=O)OCC(=O)Nc2c(C)n(C)n(-c3ccccc3)c2=O)cc(OC)c1OC
    -1.6 | ·
> CCn1cc(C(=O)O)c(=O)c2cnc(N3CCN(C(=S)Nc4ccccc4Cl)CC3)nc21
    5.3 | -1.8
> COC(=O)C1=C[C@@H](C(=O)OC)[C@@H]2C3=C(C(=O)[C@@]2(C)NC(=O)c2ccccc2)[C@H](C)C(C(=O)OC)=C(C(=O)OC)[C@@H]3C1
    21.0 | -1.2
> COc1ccc(CC(=O)NNc2ncnc3c2cnn3-c2ccc(C)cc2)cc1
    -10.0 | -1.5
> CC(=O)c1c(C)[nH]c(C(=O)COC(=O)CN2C(=O)C3CCCCC3C2=O)c1C (configuration not stated)
    3.1 | -0.2
> CN1CC2(C(=O)c3ccccc3)CN(C)CC(C(=O)c3ccccc3)(C1)C2
    4.0 | -1.5
> Cc1cc(=O)oc2cc(OCC(=O)Nc3nccs3)ccc12
    9.3 | 0.2
> COc1ccc(OC)c(S(=O)(=O)CC(=O)c2cc3ccc(OC)cc3oc2=O)c1
    14.7 | -0.9
> O=C(NCc1ccc2c(c1)OCO2)Nc1cccc2ccccc12
    9.4 | -2.0
> CCOC(=O)c1cnc2c(Cl)c(Cl)ccc2c1N1CCN(C)CC1
    25.0 | 4.3
> Cc1nc2ccc(NS(=O)(=O)c3ccc(F)cc3F)cc2s1
    6.0 | 0.8

Full records, quoted from the list. Order of values: OX1R FRET antag, STK33 inh
Cc1cccc2c1Sc1ccc(Cl)cc1CC2N1CCNCC1 (configuration not stated) reads 27.7, 0.6
O=C(NCCCN1CCCC1=O)C(=O)NCC1OCCN1S(=O)(=O)c1ccc(Cl)cc1 (configuration not stated) reads 6.6, 0.9
O=c1[nH]cc(S(=O)(=O)NCc2ccccc2)c(=O)[nH]1 reads -0.3, -1.9
O=C(Nc1ncc2c(n1)CC(c1ccco1)CC2=O)c1ccco1 (configuration not stated) reads 10.1, 1.4
O=c1oc2cc(OCCO)ccc2c2c1CCCC2 reads 6.1, 1.4

An excerpt of these results, as labelled records:
> CN1CC2(C(=O)c3ccccc3)CN(C)CC(C(=O)c3ccccc3)(C1)C2
- OX1R FRET antag: 4.0
- STK33 inh: -1.5

> Cc1nc2ccc(NS(=O)(=O)c3ccc(F)cc3F)cc2s1
- OX1R FRET antag: 6.0
- STK33 inh: 0.8

> CC(=O)c1c(C)[nH]c(C(=O)COC(=O)CN2C(=O)C3CCCCC3C2=O)c1C (configuration not stated)
- OX1R FRET antag: 3.1
- STK33 inh: -0.2

(further entries)
Each structure is followed by: OX1R FRET antag | STK33 inh
> CCCC(=O)Nc1nnc(CCOC)s1
    23.6 | -0.9
> CCOC(=O)C(Cc1ccccc1)C(=O)NCc1ccccc1 (configuration not stated)
    20.2 | -0.4
> CC1(C)Cc2c(sc3c2c(N)nc(=S)n3Cc2ccccc2)CO1
    10.1 | -1.1
> Cc1cc(-c2cc(-c3ccc(Cl)cc3)on2)nc(NC2CCCC2)n1
    3.2 | 1.9
> CCN(CC)CCNC(=O)C1CCCCN1S(=O)(=O)c1cccc([N+](=O)[O-])c1 (configuration not stated)
    35.2 | -1.7
> CC(C)=C1C2CCC1C(C(=O)NCCc1ccccc1)C2C(=O)O (configuration not stated)
    24.6 | -0.2
> COc1ccc(-n2c3c(c(=O)[nH]c2=O)C(NC(C)=O)(C(F)(F)F)C(=O)N3)cc1 (configuration not stated)
    3.8 | -0.7
> O=C(CC1C(=O)NCCN1Cc1cccc(C(F)(F)F)c1)NCCCOc1cccnc1 (configuration not stated)
    -10.8 | -1.4
> O=C1CCCC2=C1C(c1ccccc1)CC(=O)N2c1ccccc1 (configuration not stated)
    18.9 | 0.1
> O=[N+]([O-])c1ccc(N2CCC(=NOCc3ccc(Cl)cc3)CC2)cc1
    31.6 | -0.5
> CCOc1ccc(N2C(=O)CC(N3CCC(NC(=O)Nc4ccccc4)CC3)C2=O)cc1 (configuration not stated)
    33.8 | -1.8
> Cc1ccc(CC(NC(=O)c2ccc(C)cc2)C(=O)O)cc1 (configuration not stated)
    4.3 | ·
> COc1ccccc1NC(=O)Cn1cnc2c(cnn2-c2ccc(C)c(C)c2)c1=O
    -5.3 | -0.8
> COc1ccc(CCNC(=O)C(C(=O)c2ccccc2)n2cc(Cl)ccc2=O)cc1OC (configuration not stated)
    58.6 | 1.1
> COc1ccc(/C=N/NC(=O)CC(=O)NCc2cccnc2)cc1[N+](=O)[O-]
    57.5 | 0.8
> CCOc1ccc(CN(C)C(=O)c2cccc(S(=O)(=O)N3CCCC3)c2)cc1OC
    5.2 | -0.8
> Cc1oc2ccc(OCc3cccc(Cl)c3)cc2c1C(=O)O
    · | -1.8
> CC1CC(C)CN(C(=S)NC2CCCCC2)C1 (configuration not stated)
    5.3 | -2.0
> COc1ccccc1NC(=O)Nc1ccc(Cc2ccncc2)cc1
    46.1 | -0.8
> O=C(CSc1nnc(CNC(=O)c2c(F)cccc2F)o1)NCc1ccc(F)cc1
    10.6 | -2.3
> C#Cc1ccc([C@@H]2C=C(C(=O)OCC=C)O[C@H](OCCCCO)C2)cc1
    22.4 | 0.9
> Cc1cc2c(cc1C)CSC(c1ccccc1OC(=O)C(C)C)SC2
    13.0 | 0.1
> Cc1cccc(C)c1NC(=O)CN1CCN(CCCC(c2ccc(F)cc2)c2ccc(F)cc2)CC1
    11.1 | ·
> Cc1nn(Cc2ccccc2Cl)c(C)c1NC(=O)c1cc(-c2ccc(F)cc2)on1
    2.6 | -0.8
> CC(=O)N1CCc2cc(S(=O)(=O)NCCC3=CCCCC3)ccc21
    42.0 | -0.6
> CCOc1cc(/C=N\NC(=O)OC)ccc1OC(=O)c1ccco1
    14.6 | -0.6
> Cc1noc(C)c1C(=O)N1CCCC(C(=O)c2ccc(Cl)cc2)C1 (configuration not stated)
    8.4 | -2.1
> COC(=O)N/N=C(\C)c1ccco1
    17.3 | -2.7
> COc1cc2c(cc1OC)CN(C(=O)/C=C/c1cc(OC)c(OC)c(OC)c1)CC2
    3.6 | 1.6
> O=C(NCc1ccc2c(c1)OCO2)C1CCCN1S(=O)(=O)c1ccc(Cl)cc1 (configuration not stated)
    26.7 | -0.4
> COc1cccc(/C=N/NC(=O)CNC(=O)c2cccnc2)c1O
    -4.4 | 0.6
